CSM14.1 death rescue: rescue of cells from ER stress-induced death, primary screen, 384-well, CSM14.1, thapsigargin, ATP luminescence (AID 1222). one-dose cellular ATP content (survival), % at 20 µM; EC50 in µM for titrated hits. CSM14.1 thapsigargin-induced death rescue, ATP luminescence; higher % means a stronger effect. 190,000 tested, under 10 active;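 active = EC50 below 50 µM in the dose-response confirmation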;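 note: death triggered by thapsigargin at about 15 µM added after 2 h compound pretreatment; cell ATP read after overnight thapsigargin exposure of roughly 18 to 22 hours; normalized against plate controls of thapsigargin alone and 5% DMSO vehicle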
Rac1 GTP hydrolysis: MgcRacGAP GTPase-activating activity inhibitors, confirmation, biochemical, ADP Hunter fluorescence; MgcRacGAP-stimulated Rac1 GTP hydrolysis, ADP Hunter fluorescence; higher % means a stronger effect; GST-tagged Rac1 F28L mutant substrate; one-dose inhibition, % at 30 µM; IC50 in µM for titrated hits; 340,000 tested, 0.6% active;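 active = first-screen hits whose inhibition reached a set limit at any dose in the follow-up dose series; inconclusive = inhibition above the set first-screen limit but never retested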;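 note: fluorescence reports GDP produced by GAP-driven GTP hydrolysis; strong numbers were not always called active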
Salmonella PhoP GFP: inhibitors of PhoP regulon expression, primary screen, Salmonella Typhimurium, GFP reporter (AID 1863); S. Typhimurium PhoP-regulated promoter GFP reporter, 4 h; higher % means a stronger effect; inhibition, % at 50 µM; hits with a dose series show IC50 in µM; 300,000 tested, 0.16% active;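 active = inhibition over 29.93%, a cutoff 3 SD above the screen mean, later confirmed by dose response; inconclusive = inhibition over 29.93% but no dose response follow-up; inactive = inhibition at most 29.93% or unconfirmed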;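 note: 0% = low Mg2+ inducing control and 100% = high Mg2+ repressing control; strong numbers were not always called active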
West Nile virus CPE: West Nile virus antiviral activity, cell-based, CPE readout (AID 1621); West Nile virus-infected cells, CPE inhibition; higher % means a stronger effect; one-dose CPE inhibition, % at 10 µM; IC50 in µM for titrated hits; 290,000 tested, 0.02% active; in the data active = a potency from the dose series; inconclusive = CPE inhibition mostly from about 3.7% at the one dose, without a potency; inactive = the rest, 99 in 100 with CPE inhibition below about 2.2%; note: strong numbers were not always called active
NS5 inhibitors: flavivirus cap methylation enzyme inhibition – biochemical, confirmation dose response, primary screen (AID 588689); Dengue-2 NS5 methyltransferase capping enzyme assay, biochemical; higher % means a stronger effect; one-dose inhibition, % at 25 µM; IC50 in µM for titrated hits; 340,000 tested, 0.3% active; in the data active = a potency from the dose series; inconclusive = inhibition above about 29% without an active follow-up result
GPR35 antagonists: inhibition of zaprinast-stimulated GPR35 beta-arrestin translocation – imaging, U2OS, beta-arrestin-GFP, zaprinast agonist, primary screen (AID 2058). 290,000 tested, 0.052% active. inhibition, % at 10 µM; hits with a dose series show IC50 in µM. U2OS GPR35 beta-arrestin-GFP translocation imaging, zaprinast antagonism; higher % means a stronger effect;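 active = inhibition of at least 50% with at least 30 cells and total cytoplasm GFP at most 10,000,000; inconclusive = under 30 cells or total GFP of 10,000,000 plus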
LYP inhibition: inhibitors of LYP phosphatase, biochemical, fluorescence intensity, uHTS (AID 1779) | recombinant LYP phosphatase, fluorescence intensity; higher % means a stronger effect | one-dose inhibition, % at 11.5 µM; IC50 in µM for titrated hits | 290,000 tested, 0.054% active; in the data active = inhibition above about 50%;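 note: plate controls were vehicle with enzyme for no effect and no enzyme for full effect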
RSV antiviral HEp-2: RSV antiviral activity via CPE protection, HEp-2 cells, primary 10 µM value included (AID 2391); HEp-2 cells, RSV-induced CPE inhibition; higher % means a stronger effect; CPE inhibition, % at 10 µM, or IC50 in µM where a hit was titrated; 310,000 tested, 0.13% active; in the data active = a potency from the dose series; inconclusive = CPE inhibition mostly from about 23% at the one dose, without a potency; inactive = the rest, 99 in 100 with CPE inhibition below about 21%; note: strong numbers were not always called active
Large T inhibition: SV40 large T antigen inhibitors, biochemical (AID 1903); SV40 large T antigen ATPase/helicase inhibition assay; higher % means a stronger effect; one-dose inhibition, % at 20 µM; IC50 in µM for titrated hits; 310,000 tested, 0.39% active; in the data active = a potency from the dose series; inconclusive = inhibition mostly from about 32% at the one dose, without a potency; inactive = the rest, 99 in 100 with inhibition below about 32%; note: strong numbers were not always called active
* = called active by the depositor; ? = inconclusive; . = not tested or not shown.

canonical_smiles	West Nile virus CPE	CSM14.1 death rescue	Large T inhibition	NS5 inhibitors	GPR35 antagonists	RSV antiviral HEp-2	Salmonella PhoP GFP	Rac1 GTP hydrolysis	LYP inhibition
CCOc1ccc(N(CC(=O)N2CCCCCC2)S(=O)(=O)c2ccc(F)cc2)cc1	-0.8%	.	24%	-4%	4%	0.9%	-5%	7%	-8%
COc1ccc(CCN2C(=O)c3[nH]nc(-c4ccccc4O)c3C2c2ccccc2)cc1OC (centres undefined)	0.7%	-0.1%	0%	2%	-8%	2.9%	-2%	5%	-7%
COc1ccc(/C=N/NC(=O)CSc2nnc(CCCc3ccc(OC)c(C)c3)o2)cc1	0.1%	-2.4%	-2%	-2%	-7%	4.0%	6%	9%	10%
COc1c(C)cccc1C(=O)Nc1cc(Cl)ccc1N1CCOCC1	-0.3%	-1.4%	15%	-8%	2%	0.8%	5%	11%	-5%
Cn1cccc1Cc1nnc(SCC(=O)Nc2ccc3c(c2)OCCO3)n1CCc1ccccc1	-0.2%	1.8%	15%	-4%	9%	0.6%	7%	1%	-2%
Cc1ccc(NCc2nnc(SCC(N)=O)o2)c(C)c1	0.0%	-0.1%	18%	-2%	4%	-1.0%	-1%	3%	3%
COc1ccc2c(c1)C(NS(=O)(=O)OCC(Cl)(Cl)Cl)CCC2 (centres undefined)	-1.3%	.	23%	3%	9%	1.3%	0%	11%	-8%
O=[N+]([O-])c1cc(S(=O)(=O)NC2=NCCCCC2)ccc1NCC1CCCCC1	0.1%	-1.3%	9%	5%	-14%	16%	1%	2%	0%
CC(C)C(=O)NCCSc1c[nH]c2ccccc12	0.7%	.	15%	-4%	-6%	0.2%	1%	14%	-7%
CCc1c(C)sc(NC(=O)CC#N)c1C#N	0.7%	-1.4%	3%	-9%	1%	0.6%	-5%	12%	9%
CCOc1ccc(CN2C(=O)c3ccccc3C2C(=O)NCC2CCCO2)cc1 (centres undefined)	-0.2%	-0.7%	3%	3%	-11%	0.8%	-10%	8%	-10%
CCOC(=O)C1CCCN(Cc2nc(N)nc(Nc3ccc(C)cc3)n2)C1 (centres undefined)	-0.8%	.	23%	-11%	-8%	?	12%	12%	3%
CCCc1nnc(NC(=O)CCC(=O)NCCc2ccc(OC)c(OC)c2)s1	0.2%	-2.0%	11%	2%	4%	1.9%	4%	-5%	-4%
CN1CCN(NC(=O)c2cccs2)CC1	0.3%	2.3%	5%	-6%	5%	2.0%	7%	4%	-4%
COc1ccc(NC(=O)C(C)SCc2ccccc2)cc1OC (centres undefined)	-0.4%	3.2%	15%	-13%	4%	4.6%	-3%	8%	0%
COc1ccc(CC(=O)NCCC2=CCCCC2)cc1	0.1%	-0.9%	-3%	-5%	11%	2.7%	0%	3%	3%
Cc1ccc2nsnc2c1S(=O)(=O)N1CCN(C)CC1	0.7%	.	4%	-11%	3%	-0.1%	-2%	6%	1%
Cc1cc(C)c(C(=O)N(CCN(C)C)CC2CCCN(Cc3ccccc3F)C2)o1 (centres undefined)	-0.3%	.	-2%	-6%	-15%	-1.4%	-6%	3%	-8%
C=CCNC(=O)c1ccccc1NC(=O)Cc1ccccc1[N+](=O)[O-]	-0.6%	0.2%	0%	-3%	6%	0.8%	9%	3%	-9%
O=C(c1ccccc1)N1CCN=C1SCc1ccc([N+](=O)[O-])cc1	-0.7%	0.6%	7%	-8%	-16%	2.4%	2%	11%	-5%
O=C(c1ccc(N2CCCCC2)c([N+](=O)[O-])c1)N1CCOCC1	-0.1%	1.2%	5%	1%	2%	1.1%	5%	2%	-7%
Cc1onc(-c2c(Cl)cccc2Cl)c1NC(=O)NN(C)C	0.7%	.	-1%	-5%	-4%	0.4%	-3%	12%	-7%
Cc1ccc(SCc2[nH]nc3c2C(C(C)C)C(C#N)=C(N)O3)cc1 (centres undefined)	-0.3%	0.4%	23%	11%	6%	-0.1%	16%	-2%	-8%
Cc1cc2ccccc2n1CCNC(=O)c1ccc(S(=O)(=O)N2CCOCC2)cc1	0.2%	1.0%	7%	10%	-14%	2.2%	15%	-1%	-8%
COc1ccccc1C(C)NC(=O)CCOc1cccc(C)c1 (centres undefined)	-1.0%	-14%	7%	-2%	8%	1.4%	-2%	6%	0%
COc1ccc(OC)c(CCNC(=O)c2cccc(NC3=NC4CS(=O)(=O)CC4S3)c2)c1 (centres undefined)	1.1%	.	12%	-1%	-12%	2.9%	.	1%	-16%
COc1ccc([N+](=O)[O-])cc1NC(=O)Cc1c(Cl)cccc1Cl	0.0%	-2.6%	9%	-9%	11%	0.4%	-4%	9%	-8%
CCOc1cc(Br)c(C=O)cc1OCC	-0.3%	-0.6%	-4%	-12%	1%	3.1%	-8%	4%	-11%
Cc1oc(-c2ccccc2)[n+]([O-])c1C	-0.1%	-0.9%	1%	3%	-9%	1.2%	9%	9%	-6%
Cc1[nH]n2c(=O)cc(Cc3ccccc3)nc2c1C#N	-0.1%	-2.7%	1%	-5%	4%	1.2%	-4%	2%	4%
CCOC(CNC(=O)C1CCN(S(=O)(=O)c2ccc3nc4c(c(C(=O)O)c3c2)CCCCC4)CC1)OCC	0.4%	.	50%	-2%	25%	1.3%	5%	9%	-10%
C(=N\Nc1ccccn1)/c1ccc(N2CCOCC2)cc1	-0.8%	1.0%	12%	-8%	4%	0.6%	4%	134µM*	-4%

Some of the entries so far, with each value named.
Cc1[nH]n2c(=O)cc(Cc3ccccc3)nc2c1C#N
  West Nile virus CPE = -0.1%
  CSM14.1 death rescue = -2.7%
  Large T inhibition = 1%
  NS5 inhibitors = -5%
  GPR35 antagonists = 4%
  RSV antiviral HEp-2 = 1.2%
  Salmonella PhoP GFP = -4%
  Rac1 GTP hydrolysis = 2%
  LYP inhibition = 4%

CCOC(CNC(=O)C1CCN(S(=O)(=O)c2ccc3nc4c(c(C(=O)O)c3c2)CCCCC4)CC1)OCC
  West Nile virus CPE = 0.4%
  CSM14.1 death rescue = .
  Large T inhibition = 50%
  NS5 inhibitors = -2%
  GPR35 antagonists = 25%
  RSV antiviral HEp-2 = 1.3%
  Salmonella PhoP GFP = 5%
  Rac1 GTP hydrolysis = 9%
  LYP inhibition = -10%

C(=N\Nc1ccccn1)/c1ccc(N2CCOCC2)cc1
  West Nile virus CPE = -0.8%
  CSM14.1 death rescue = 1.0%
  Large T inhibition = 12%
  NS5 inhibitors = -8%
  GPR35 antagonists = 4%
  RSV antiviral HEp-2 = 0.6%
  Salmonella PhoP GFP = 4%
  Rac1 GTP hydrolysis = 134µM*
  LYP inhibition = -4%

(further entries)
canonical_smiles	West Nile virus CPE	CSM14.1 death rescue	Large T inhibition	NS5 inhibitors	GPR35 antagonists	RSV antiviral HEp-2	Salmonella PhoP GFP	Rac1 GTP hydrolysis	LYP inhibition
Cc1cc(CN(C)C(=O)CC2C(=O)NCCN2CC(c2ccccc2)c2ccccc2)on1 (centres undefined)	-0.6%	1.0%	19%	-4%	1%	0.3%	4%	-4%	-2%
Oc1ccc(F)cc1-c1cc(-c2ccc3c(c2)OCCO3)n[nH]1	0.2%	-0.4%	5%	-1%	-3%	19%	19%	9%	0%
CCOC(=O)c1nn(-c2ccccc2)c(=O)cc1OCC(=O)Nc1cc(C)ccc1OC	.	.	17%	1%	.	0.9%	1%	2%	.
COc1cc(/C=N/NC(=O)c2ccc3ccccc3c2)ccc1Oc1ccc([N+](=O)[O-])cn1	-0.6%	-0.5%	13%	0%	8%	?	-3%	8%	2%
COc1ccc(CSc2nnnn2Cc2ccccc2)cc1OC	-1.4%	2.5%	1%	-1%	0%	15%	1%	8%	-4%
Cc1cc(O)cc(=O)n1C	.	0.7%	-4%	-1%	1%	2.0%	1%	12%	-6%
CCNC(=S)NNc1nncc2ccccc12	0.6%	-0.5%	29%	5%	-13%	0.9%	0%	11%	-4%
FC(F)(F)c1cnc(-c2cnc(-c3cccnc3)nc2)c(Cl)c1	-0.2%	-0.6%	5%	-11%	7%	5.3%	7%	-8%	-3%
Cc1ccccc1CSc1nnc(-c2cccs2)n1Cc1ccco1	-0.2%	-0.1%	18%	-2%	18%	12%	3%	2%	2%
Cn1c(=O)c2cn3ncccc3c2n(C)c1=O	-0.4%	-1.2%	7%	.	5%	.	2%	.	-8%
O=C1SCCc2c1n(Cc1ccccc1)c1ccccc21	0.4%	-2.0%	3%	-1%	-7%	1.2%	-7%	-7%	1%
CC(=O)N1c2c(cc(Br)cc2S(=O)(=O)Nc2c(C)n(C)n(-c3ccccc3)c2=O)CC1C (centres undefined)	0.1%	0.9%	3%	.	-15%	1.0%	-1%	9%	0%
CCOc1ccc(/C=N/NC(=O)c2nnn(-c3nonc3N)c2COc2ccc(F)cc2)cc1	0.1%	.	12%	-10%	7%	.	.	12%	-8%
CCN(CC)C(=O)COCc1cc(-c2ccc3c(c2)OCO3)on1	-0.9%	.	7%	-7%	-3%	1.1%	-3%	7%	-2%
CCNC1CCS(=O)(=O)C1 (centres undefined)	0.3%	.	9%	4%	12%	0.4%	0%	5%	-8%
CCC(=O)NNc1ncnc2c1cnn2-c1cccc(C)c1	-0.2%	1.0%	1%	-2%	4%	2.8%	3%	3%	-3%
CCCn1c(SCc2nc(-c3cccs3)no2)nnc1-c1ccncc1	-1.0%	-2.5%	1%	-2%	6%	0.4%	9%	3%	-4%
CCn1c(SCC(=O)Nc2ccc3c(c2)OCCO3)nnc1-c1ccco1	-0.3%	-2.8%	5%	-1%	0%	3.0%	1%	0%	-7%
COC(=O)[C@H](C)NC(=O)NCc1ccco1	0.0%	0.2%	-1%	-5%	-12%	-0.2%	-3%	5%	-3%
O=C(NCc1ccco1)C(c1ccncc1)N(C(=O)Cn1nnc2ccccc21)c1ccccc1F (centres undefined)	-1.1%	.	8%	-18%	6%	1.1%	1%	2%	-10%
CCOC(=O)Cn1c(=S)[nH]c2c(oc3ccc(Cl)cc32)c1=O	-0.5%	-1.4%	10%	-13%	-9%	2.4%	17%	15%	-6%
CCCSc1nnc(NC(=O)CSc2sc3c(O)cc(=O)[nH]c3c2C#N)s1	-0.5%	.	26%	-7%	-15%	1.1%	0%	15%	-10%
O=C1C(Cc2ccccc2)Nc2ncnc(N3CCN(c4ccccc4)CC3)c2N1Cc1ccccc1 (centres undefined)	.	.	19%	-11%	.	9.8%	8%	5%	.
CC(C)CC(=O)Nc1ccc(-c2nc3ccccc3c(=O)[nH]2)cc1	0.0%	-3.4%	0%	-1%	8%	0.5%	10%	2%	-7%
CCN=C1SC(CC(=O)NC(N)=O)C(=O)N1CC (centres undefined)	0.9%	0.2%	1%	-2%	-1%	0.6%	2%	3%	2%
C/C(=N\OC(=O)Nc1ccc(Cl)cc1)c1ccc(F)c(F)c1	0.2%	.	10%	-1%	-5%	4.8%	-3%	7%	1%
CCCCCOc1ccccc1C(=O)NCCC(=O)O	-0.3%	-1.6%	9%	-7%	3%	0.6%	-5%	5%	-5%
